Screening data deposited in PubChem by several laboratories.
TROY NFkB inh = blocks TROY-dependent signaling in reporter cells | Q293 LMP1-TROYcd NF-kB luciferase reporter, 4 h | inhibition, % at 10 µM | 0.98% of 360,000 active | AID 1347056;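 active = compounds whose plate-normalised and pattern-corrected inhibition of the luciferase reporter signal at the single screening dose is 50% or more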
KKLEB cytotox = CF airway cell cytotoxicity counter-screen; KKLEB CF airway cells viability, ATPlite luminescence, overnight; stronger effect = lower value; cells stimulated with P. aeruginosa culture filtrate; AID 602141; 0.36% of 360,000 active; activity change (cytotoxicity), % at 5 µM;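 active = corrected activity change at or below -50% at 5 µM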
NCOA1 inh = inhibitors of human steroid receptor coactivator 1 (SRC1). Q15788. HEK293 GAL4-SRC1 luciferase reporter, luminescence. inhibition, % at 3.6 µM. 0.12% of 360,000 active;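 active = inhibition above the campaign mean plus 3 SD, with each screening campaign given its own cutoff, cut at about 60% in these data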;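 also: 0% = DMSO treated cells and 100% = gossypol at 36 µM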
TWEAK-Fn14 inh = inhibitors of TWEAK-Fn14 interaction signaling | TWEAK-stimulated Fn14 reporter cells, luciferase luminescence, 8 h | inhibition, % at 10 µM | 2% of 360,000 active; in the data active = inhibition above about 50%
Shn3 inh set2 = reduces Shn3 3'UTR luciferase signal in osteoblasts; Clone20 osteoblast Shn3 3'UTR firefly luciferase, 24 h; 0.52% of 360,000 active; inhibition, % at 12.5 µM;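 active = mean inhibition of at least 75% with every replicate also reaching 75%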;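 also: 0% = median of neutral control wells and 100% = pilot-screen positive control compound; some compounds past the cut are filed as inactive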
SRC3 inh = human NCOA3 inhibition | Q9Y6Q9 | HEK293 GAL4-SRC3 luciferase reporter, luminescence | inhibition, % at 3.6 µM | 0.17% of 360,000 active;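 active = inhibition above a per-campaign cutoff, the mean of all compounds plus 3 SD, cut at about 60% in these data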;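 also: 0% = DMSO-treated cells and 100% = gossypol-treated cells at 36 µM; higher means less SRC3-driven luciferase light from the GAL4 reporter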
CF NFkB inh = inhibitors of cystic fibrosis induced NF-kB | KKLEB NF-kB-GFP reporter, PAF-induced, GFP fluorescence overnight | inhibition, % at 5 µM | 0.86% of 360,000 active | AID 588850;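 active = at least 50% inhibition at 5 µM, scaled per plate between neutral and stimulator controls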;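 also: PAF is a Pseudomonas aeruginosa culture filtrate used as stimulus; plate controls were PAF-stimulated DMSO wells for no effect and unstimulated DMSO wells for full effect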
NR2F2 inh = inhibitors of human COUP-TFII (NR2F2). HEK293T NGFI-A luciferase reporter, luminescence. inhibition, % at 8.6 µM. 0.7% of 370,000 active;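 active = inhibition above a per-plate cutoff, mean inhibition of test wells between control levels plus 3 SD, cut at about 38% in these data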;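 also: cells cotransfected with COUP-TFII expression vector driving the NGFI-A reporter; 0% = median of COUP-TF2 test wells and 100% = reporter-only cells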
Target sequence (P24468 whole entry, looked up): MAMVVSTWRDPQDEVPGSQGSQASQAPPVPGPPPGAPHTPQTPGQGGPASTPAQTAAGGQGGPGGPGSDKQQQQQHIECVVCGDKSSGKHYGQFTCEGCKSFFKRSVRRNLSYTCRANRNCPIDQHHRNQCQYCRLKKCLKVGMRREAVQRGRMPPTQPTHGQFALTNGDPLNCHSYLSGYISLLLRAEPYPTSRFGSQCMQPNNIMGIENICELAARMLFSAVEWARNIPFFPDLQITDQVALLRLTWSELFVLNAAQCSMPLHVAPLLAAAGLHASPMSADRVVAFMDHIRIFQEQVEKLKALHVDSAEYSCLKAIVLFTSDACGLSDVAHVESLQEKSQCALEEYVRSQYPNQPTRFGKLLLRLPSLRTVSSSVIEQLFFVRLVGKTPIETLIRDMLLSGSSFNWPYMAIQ
LMP1 NFkB inh = inhibitors of Epstein-Barr LMP1-induced NF-kappaB reporter; inhibition, % at 12.5 µM; LMP1-induced NF-kappaB luciferase reporter cells, luminescence; 0.69% of 350,000 active; in the data active = inhibition above about 41%;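 also: 0% = neutral control wells and 100% = reference inhibitor control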
LRH-1 inv ag = suppresses constitutive activity of human LRH-1 | O00482 | HEK293T StAR-luciferase reporter, LRH-1 transfected, 24 h | inhibition, % at 3.6 µM | 0.13% of 360,000 active;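 active = inhibition above the mean inhibition of all tested compounds plus 3 SD, cut at about 73% in these data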;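 also: 0% = DMSO wells and 100% = reporter-only cells lacking LRH-1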
Target sequence (O00482 whole entry, looked up): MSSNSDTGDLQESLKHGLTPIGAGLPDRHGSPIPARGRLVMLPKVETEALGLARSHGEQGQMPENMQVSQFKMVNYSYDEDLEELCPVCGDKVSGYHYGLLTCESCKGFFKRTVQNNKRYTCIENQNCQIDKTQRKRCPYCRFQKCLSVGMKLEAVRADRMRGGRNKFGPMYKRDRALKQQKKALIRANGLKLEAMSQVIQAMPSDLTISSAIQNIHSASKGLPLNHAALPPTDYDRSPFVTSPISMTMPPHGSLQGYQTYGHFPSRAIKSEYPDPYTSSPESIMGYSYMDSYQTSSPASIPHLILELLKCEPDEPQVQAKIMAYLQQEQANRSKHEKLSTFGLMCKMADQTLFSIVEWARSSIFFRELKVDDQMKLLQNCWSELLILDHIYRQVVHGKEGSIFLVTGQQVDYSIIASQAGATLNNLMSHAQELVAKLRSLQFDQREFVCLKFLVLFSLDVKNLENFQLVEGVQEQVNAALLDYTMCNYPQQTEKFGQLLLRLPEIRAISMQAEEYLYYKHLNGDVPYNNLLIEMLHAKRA
TRAIL sens C8 = caspase-8 TRAIL sensitization. NB7+C8 cells + TRAIL, ATPlite viability luminescence. inhibition (viability loss, TRAIL sensitization), % at 10 µM. 1% of 360,000 active. AID 624354;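 active = compounds causing at least 50% loss of cell viability in the single-dose screen, relative to plate controls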
An asterisk follows results filed as active; . = not tested or not shown. These rows are one share of the data; count on the stated rates, not on these rows.

SMILES | TROY NFkB inh | KKLEB cytotox | NCOA1 inh | TWEAK-Fn14 inh | Shn3 inh set2 | SRC3 inh | CF NFkB inh | NR2F2 inh | LMP1 NFkB inh | LRH-1 inv ag | TRAIL sens C8
COc1ccccc1C(=O)N/C(=C/c1ccc2c(c1)OCO2)C(=O)Nc1cccc(C(=O)O)c1 | 6 | 9 | -54 | 6 | -24 | -2 | 6 | 4 | -1 | 14 | 0
Cc1ccc(C)c(N2CCN(C(=O)c3ccc(Cn4c(=S)[nH]c5ccc(N6CCOCC6)cc5c4=O)cc3)CC2)c1 | 6 | -27 | -59 | -20 | -44 | -67 | 24 | 2 | -9 | 7 | 10
Cc1ccc(NC2CC(=O)N(Cc3ccccc3)C2=O)cc1 (stereo unspecified) | -20 | -3 | -6 | 7 | -4 | 0 | 3 | 5 | 8 | 3 | -6
COc1ccccc1C1CC(c2c(-c3ccccc3)c3cc(Cl)ccc3[nH]c2=O)=NN1S(C)(=O)=O (stereo unspecified) | 17 | 0 | 3 | 28 | 6 | 2 | 9 | 3 | -13 | 10 | 9
CC(=O)OCC(=O)C1(O)CCC2C3CC(C)C4=CC(=O)C=CC4(C)C3C(O)CC21C (stereo unspecified) | 18 | 45 | -8 | 4 | 28 | -35 | 65* | -2 | . | 13 | 15
CCOc1ccc(S(=O)(=O)N2CCCCC2)cc1NC(=O)CN1C(=O)NC(C)(c2ccccc2)C1=O (stereo unspecified) | 8 | -11 | -4 | 14 | 12 | -25 | 4 | 8 | 0 | -3 | -1
Cn1c(=O)c2cn(-c3ccc4c(c3)OCCO4)cc2n(C)c1=O | 17 | 0 | -26 | 31 | 5 | -15 | 15 | -12 | -39 | -25 | -20
O=C(N/N=C/c1c[nH]c2ccccc12)c1cc(-c2ccccc2)n[nH]1 | -2 | 7 | 11 | 17 | 1 | 16 | -10 | 21 | 7 | 3 | 4
O=C(COC(=O)c1ccc(S(=O)(=O)NCc2ccco2)cc1)NCc1ccc(F)cc1 | -8 | 4 | -8 | 6 | -3 | -19 | 13 | -21 | -5 | 13 | -5
N#Cc1c(-c2ccccc2)nc(SCc2nc(N)nc(N3CCCCC3)n2)[nH]c1=O | 18 | 8 | 7 | 8 | -1 | 21 | -1 | -2 | 1 | 2 | -6
CC/C(C)=N\Nc1nc(-c2cc3cc(OC)ccc3oc2=O)cs1 | -21 | 4 | -41 | -15 | -26 | -42 | -28 | -6 | -19 | -79 | 2
N#Cc1cc(-c2ccccc2)cnc1Sc1ccccc1 | -46 | 9 | -11 | 3 | -6 | -9 | -6 | 8 | -18 | -9 | 3
COc1ccc(CCN=C(N)NS(=O)(=O)c2ccc(OC)cc2)cc1 | -16 | 1 | 17 | -24 | 15 | 13 | -10 | 6 | 6 | 12 | 23
COc1cccc(C2CCCCN(C)C2=O)c1 (stereo unspecified) | -19 | 1 | -4 | 2 | -3 | 18 | -6 | -2 | 0 | -10 | 3
O=c1c(C=Nc2cccc(C(F)(F)F)c2)c[nH]n1-c1cccc(Cl)n1 | -25 | -10 | -10 | -8 | 18 | -35 | 6 | 0 | -1 | -3 | -9
CC(=O)NS(=O)(=O)c1ccc(NC(=O)/C=C/c2cn(-c3ccccc3)nc2-c2ccccc2)cc1 | 4 | 10 | 45 | 0 | 2 | 46 | 7 | 5 | -2 | 23 | -3
COCCCn1c(SCC(=O)c2ccccc2)nc2ccccc2c1=O | -12 | 3 | -2 | 9 | 8 | 12 | 3 | 0 | 0 | 11 | -5
Cc1ccc(S(=O)(=O)CC(=O)N2CCCCCC2)cc1 | -4 | 0 | -23 | -13 | -16 | -8 | 6 | -10 | -8 | -7 | 7
Nc1c(Cl)cc(C2=NCCn3nc4cc([N+](=O)[O-])ccc4c32)cc1Cl | -34 | -17 | 5 | 2 | 14 | 3 | -5 | -24 | -17 | 22 | 3
CCOc1ccc(Nc2nc3c(c(=O)[nH]2)CCC3)cc1 | -33 | 3 | -16 | -3 | -13 | 8 | -28 | -7 | 2 | 0 | 1
CC(NC(=O)COC(=O)c1cc2ccccc2cc1O)c1ccccc1 (stereo unspecified) | -11 | -2 | -26 | -17 | -33 | 0 | -27 | -2 | -10 | -9 | 0
c1ccc(Cc2ccc(OCCN3CCOCC3)cc2)cc1 | -39 | -5 | -15 | 4 | -9 | -36 | -5 | -8 | -5 | 3 | 1
CCn1cc(C(=O)OCC(=O)c2cc(C)n(-c3cccc(C(F)(F)F)c3)c2C)c(=O)c2ccc(C)nc21 | 17 | -11 | -10 | -15 | 30 | 20 | 1 | 11 | 5 | 26 | 1
C=CCOC(=O)CSCC(NC(=O)OC(C)(C)C)C(=O)OCC (stereo unspecified) | 8 | 11 | 7 | 6 | -5 | 7 | -17 | 19 | -1 | 11 | 4
CN(C1(C)CCS(=O)(=O)C1)S(=O)(=O)c1cccc([N+](=O)[O-])c1 (stereo unspecified) | 17 | 22 | -12 | -5 | 1 | 11 | -16 | 12 | 3 | -11 | 3
O=C(COC(=O)c1cccc([N+](=O)[O-])c1)c1ccc(OCc2ccccc2)cc1 | -18 | 2 | -20 | 12 | 6 | -27 | 13 | -15 | -12 | -39 | 1
CC(C)(C)NC(=O)/C=C/c1cccc(C(F)(F)F)c1 | -23 | -2 | -21 | -29 | -29 | 4 | 7 | -17 | 8 | -6 | -1
COc1ccc(S(=O)(=O)N(C)C)cc1NC(=O)CCNC(=O)c1ccco1 | -7 | -3 | 5 | -5 | 2 | -17 | 5 | 17 | 5 | 11 | -4
Cc1ccc(-c2nnc(CSc3nc(C(C)C)nc4sc(C)c(C)c34)o2)cc1 | . | -1 | 14 | 83* | -4 | 12 | -2 | 4 | 6 | 6 | -15
CN1OC[C@@H]2CN(C(=O)C(C)(C)C)[C@H](c3ccc(-c4cccnc4)cc3)C[C@@H]21 | -9 | 7 | -12 | 20 | -1 | 9 | -14 | 4 | . | -7 | 2
COC(=O)Nc1ccc(S(=O)(=O)N2CCCC(C(=O)Nc3cccnc3)C2)cc1 (stereo unspecified) | 10 | 15 | 19 | -10 | 20 | -4 | 3 | 12 | 5 | -5 | 2
O=C(COc1coc(CN2CCN(c3ccccc3)CC2)cc1=O)Nc1ccc(F)cc1 | 0 | 22 | -3 | 7 | -15 | 6 | 1 | 7 | 5 | 10 | -9
CCOc1ccc(CCNC(=O)CCS(=O)(=O)c2ccc(Cl)cc2)cc1OCC | -5 | -1 | 8 | 8 | 5 | -10 | 17 | 4 | 0 | 3 | -1
Cc1ccc(/C=N\NC(=O)Cn2nnc3ccccc32)o1 | 9 | 13 | -9 | 4 | -12 | 8 | 11 | -27 | -2 | -25 | -10
COc1ccc2c(c1)c(CCNNC(=O)C(C)(C)C)c(C)n2C(=O)c1ccc(Cl)cc1 | -31 | -5 | 2 | -6 | -2 | -21 | 19 | 6 | 4 | 8 | 12
O=C(O)c1ccc(/C=N\Nc2ccc(S(=O)(=O)N3CCOCC3)cc2[N+](=O)[O-])cc1 | 6 | 8 | -4 | -4 | 14 | -7 | 4 | 21 | -5 | -15 | -4
COc1ccc(C(=O)Oc2cc(C)[nH]c(=O)c2[N+](=O)[O-])c(OC)c1 | 3 | 10 | 3 | 15 | -13 | 8 | 2 | -8 | -2 | 1 | -5
CC(=O)Oc1cccc2c1C(=O)c1c(OC(C)=O)cc(C(=O)O)cc1C2=O | -6 | 2 | 5 | -28 | 14 | -8 | -65 | 2 | 0 | 2 | 31
Cc1cc(C)c(S(=O)(=O)NCc2cn3c(C)csc3n2)cc1C | 3 | -10 | 9 | 21 | 16 | 18 | 4 | -9 | 8 | 17 | 1
CCOC(=O)C1=C(C)NC(C)=C(C(=O)OCC)C1C(=O)OCC(=O)N1CCCCC1C (stereo unspecified) | 4 | 0 | 3 | -3 | -8 | -1 | 7 | -6 | 8 | 20 | 9
CCC(C)C(=O)Nc1ccc(OC)cc1OC (stereo unspecified) | 3 | -16 | -9 | 5 | -8 | -2 | 2 | 0 | 0 | 4 | -9
CCn1cc(C(=O)N(C)CC(OC)OC)c(=O)c2cc(S(=O)(=O)N3CCOCC3)ccc21 | -21 | 6 | -9 | -1 | -22 | -17 | 11 | 6 | -3 | 10 | -21
Cc1cc(C(=O)Nc2ccccc2Cl)n(-c2ccccc2)n1 | 4 | -5 | -22 | 4 | -22 | -3 | 0 | 23 | -5 | 6 | -1
CCc1ccc(NS(=O)(=O)c2cccs2)cc1 | -12 | 10 | -11 | 0 | -10 | 10 | -28 | 2 | 0 | 0 | -16
CCN1CCCC1CNC(=O)c1cn(C)c2ccc(S(=O)(=O)N3CCCCCC3)cc2c1=O (stereo unspecified) | 13 | 6 | -10 | -10 | 19 | -3 | 5 | -5 | 11 | -27 | 7

The last 2 entries of the part above open the next one.
SMILES | TROY NFkB inh | KKLEB cytotox | NCOA1 inh | TWEAK-Fn14 inh | Shn3 inh set2 | SRC3 inh | CF NFkB inh | NR2F2 inh | LMP1 NFkB inh | LRH-1 inv ag | TRAIL sens C8
CCc1ccc(NS(=O)(=O)c2cccs2)cc1 | -12 | 10 | -11 | 0 | -10 | 10 | -28 | 2 | 0 | 0 | -16
CCN1CCCC1CNC(=O)c1cn(C)c2ccc(S(=O)(=O)N3CCCCCC3)cc2c1=O (stereo unspecified) | 13 | 6 | -10 | -10 | 19 | -3 | 5 | -5 | 11 | -27 | 7
CCOCCCN(C(=O)c1snc(C(N)=O)c1N)C(C(=O)NC1CCCC1)c1ccc(O)c(OC)c1 (stereo unspecified) | -14 | 4 | -63 | 4 | 12 | -5 | -3 | 1 | 3 | -3 | -11
N#Cc1cccc(-c2cn(S(=O)(=O)c3ccc(Cl)cc3)nc2N)c1 | -11 | -4 | -12 | 37 | . | -2 | 0 | 10 | 1 | 3 | -17
O=S(=O)(c1ccc(Br)c2ccccc12)N1CCCC1 | 14 | 2 | 6 | 7 | 11 | 7 | 23 | 5 | -10 | -6 | -4
O=C(c1cnn2ccccc12)N(Cc1ccco1)C1CCCC1 | -6 | -7 | -10 | -7 | -6 | 14 | -10 | 13 | 2 | -2 | -1
COc1cccc(C(=O)Nc2ccc(NC(=O)C3CCCCC3C(=O)O)cc2)c1 (stereo unspecified) | -56 | 12 | -36 | -7 | -17 | -6 | -22 | -33 | -4 | -22 | 6
O=C(CSc1cnc2ccccc2n1)NC1CCCC1 | -13 | -12 | -14 | 27 | -2 | 13 | 24 | 7 | 5 | -1 | -11
COc1ccc(C(O)Cc2nccn2C)cc1 (stereo unspecified) | 14 | 1 | 5 | 1 | 2 | 15 | 6 | -1 | 1 | -3 | 5
COc1cccc(CNC(=O)C(NS(=O)(=O)c2ccc3c(c2)CCN3C(C)=O)C(C)C)c1 (stereo unspecified) | 8 | 4 | -34 | -28 | -24 | -38 | 9 | 6 | -10 | -1 | 0
Cc1ccc(-n2ncc3c(=O)n(CC#N)cnc32)cc1 | 5 | -8 | -14 | 7 | 32 | -9 | -5 | 11 | -6 | -5 | 13
CCCCN(CCCC)CCNC(=O)c1cn(CC)c2ccc(S(=O)(=O)N(C)C3CCCCC3)cc2c1=O | -9 | 4 | -12 | 0 | -14 | -8 | 2 | -13 | -17 | -30 | 10
COc1ccc(-c2nnc(SCC(=O)O)n2Cc2ccccc2)cc1 | -8 | 3 | 10 | 2 | -15 | 10 | 2 | 6 | -27 | 8 | -8
